Source: PubChem
NCOA1 inh – SRC1 coactivator transcriptional activity inhibitors, primary screen, cell-based, luminescence | HEK293 GAL4-SRC1 luciferase reporter | hit rate 0.12% among 360,000 | Nuclear receptor coactivator 1 (Homo sapiens), Q15788 | inhibition, % at 3.6 µM;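 active means inhibition above the campaign mean plus 3 SD, with each screening campaign given its own cutoff, cut at about 60% in these data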;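 further: 0% = DMSO treated cells and 100% = gossypol at 36 µM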
COUP-TFII inh – NR2F2 transcriptional activity inhibitors, primary screen, cell-based, luciferase reporter, HEK293T, luminescence; AID 686940, 2013; inhibition, % at 8.6 µM; HEK293T NGFI-A luciferase reporter; hit rate 0.7% among 370,000;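 active means inhibition above a per-plate cutoff, mean inhibition of test wells between control levels plus 3 SD, cut at about 38% in these data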;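 further: cells cotransfected with COUP-TFII expression vector driving the NGFI-A reporter; 0% = median of COUP-TF2 test wells and 100% = reporter-only cells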
TRAIL sens C8 – viability loss with TRAIL in NB7+C8 cells, primary screen, TRAIL sensitizer project, cell-based, ATPlite luminescence; inhibition (viability loss, TRAIL sensitization), % at 10 µM; hit rate 1% among 360,000;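 active means compounds causing at least 50% loss of cell viability in the single-dose screen, relative to plate controls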
LRH-1 inv ag – LRH-1 (NR5A2) inverse agonists, primary screen, cell-based, luminescence, HEK293T, StAR-luciferase reporter | Nuclear receptor subfamily 5 group A member 2 (Homo sapiens), O00482 | LRH-1 transfected, 24 h | inhibition, % at 3.6 µM | hit rate 0.13% among 360,000 | AID 602396, 2012;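 active means inhibition above the mean inhibition of all tested compounds plus 3 SD, cut at about 73% in these data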;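 further: 0% = DMSO wells and 100% = reporter-only cells lacking LRH-1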
Target sequence (O00482 whole entry, looked up): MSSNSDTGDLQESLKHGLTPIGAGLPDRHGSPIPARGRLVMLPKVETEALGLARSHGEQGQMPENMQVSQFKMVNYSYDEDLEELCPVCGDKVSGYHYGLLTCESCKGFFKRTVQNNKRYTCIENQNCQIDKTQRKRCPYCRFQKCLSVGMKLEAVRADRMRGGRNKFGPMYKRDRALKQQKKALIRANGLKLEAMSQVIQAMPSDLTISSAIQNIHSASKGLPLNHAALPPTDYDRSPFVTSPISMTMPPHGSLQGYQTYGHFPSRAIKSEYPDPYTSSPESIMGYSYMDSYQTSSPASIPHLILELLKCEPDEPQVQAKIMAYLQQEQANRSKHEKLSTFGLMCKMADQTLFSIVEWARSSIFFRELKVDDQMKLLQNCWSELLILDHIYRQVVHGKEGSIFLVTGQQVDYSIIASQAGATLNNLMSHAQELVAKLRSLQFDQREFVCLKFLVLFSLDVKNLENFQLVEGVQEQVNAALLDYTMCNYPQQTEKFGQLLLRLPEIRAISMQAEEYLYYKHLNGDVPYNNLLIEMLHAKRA
TROY signal inh – inhibitors of TROY-driven NF-kB signaling, primary screen, Q293 LMP1-TROYcd cells, NF-kB luciferase, uHTS; Q293 LMP1-TROYcd NF-kB luciferase reporter, 4 h; inhibition, % at 10 µM; hit rate 0.98% among 360,000;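 active means compounds whose plate-normalised and pattern-corrected inhibition of the luciferase reporter signal at the single screening dose is 50% or more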
TLR9-MyD88 block – inhibitors of TLR9-MyD88 association in cells, primary screen, cell-based, CHO, BLA complementation, fluorescence | Toll-like receptor 9 (Homo sapiens) + Myeloid differentiation primary response protein … | CCF4 FRET ratio | inhibition, % at 4.98 µM | hit rate 0.21% among 340,000;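 active means inhibition above the mean over all tested compounds plus 3 SD, cut at about 21% in these data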;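 further: 0% = DMSO only wells and 100% = clavulanate BLA inhibitor control wells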
NCOA2 inhibitor – inhibition of GAL4-SRC2 driven luciferase reporter, primary screen, SRC2 inhibitor project, cell-based, luminescence | AID 651957, 2012 | hit rate 0.17% among 370,000 | HEK293 GAL4-SRC2 luciferase reporter | inhibition, % at 9 µM;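 active means inhibition above the mean inhibition of all tested compounds plus 3 SD, set per campaign, cut at about 52% in these data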;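 further: 0% = DMSO treated cells and 100% = cells given Gossypol at 36 µM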
NOD2 RIPK2 PPI – NOD2-RIPK2 binding disruptors in cells, primary screen, fluorescence, CHO cells, BLA complementation; inhibition, % at 4.98 µM; hit rate 0.38% among 360,000; CCF4 ratio; Receptor-interacting serine/threonine-protein kinase 2 (Homo sapiens), O43353; in the data active means inhibition above about 21%;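 further: 0% = vehicle only and 100% = reference blocker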
Target sequence (O43353 whole entry, looked up): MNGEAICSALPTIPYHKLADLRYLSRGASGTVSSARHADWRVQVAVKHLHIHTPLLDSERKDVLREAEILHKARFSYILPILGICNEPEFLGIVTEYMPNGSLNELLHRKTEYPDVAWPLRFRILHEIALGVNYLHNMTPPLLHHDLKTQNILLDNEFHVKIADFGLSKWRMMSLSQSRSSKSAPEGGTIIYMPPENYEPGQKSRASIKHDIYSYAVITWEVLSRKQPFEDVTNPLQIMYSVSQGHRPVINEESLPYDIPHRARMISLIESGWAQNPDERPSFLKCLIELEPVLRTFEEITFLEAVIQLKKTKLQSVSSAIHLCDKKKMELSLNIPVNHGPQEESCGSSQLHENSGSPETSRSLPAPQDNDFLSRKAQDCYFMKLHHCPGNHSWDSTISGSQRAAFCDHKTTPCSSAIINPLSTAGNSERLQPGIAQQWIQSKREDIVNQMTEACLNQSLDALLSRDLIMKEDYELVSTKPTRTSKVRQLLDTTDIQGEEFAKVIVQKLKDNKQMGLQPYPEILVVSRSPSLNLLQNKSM
EBV LMP1 NFkB – EBV LMP1-driven NF-kappaB luciferase reporter inhibitors, primary screen, cell-based, luminescence, single point; AID 504558, 2011; hit rate 0.69% among 350,000; LMP1-induced NF-kappaB luciferase reporter cells; inhibition, % at 12.5 µM; in the data active means inhibition above about 41%;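 further: 0% = neutral control wells and 100% = reference inhibitor control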
Vif imaging – HIV Vif self-association inhibitors, primary screen, imaging, HEK293T, single point. HEK293T cells, Vif self-association by quenched fluorescence, 24 h. inhibition, % at 7.49 µM. hit rate 0.35% among 340,000; in the data active means inhibition above about 50%, passing the limit was not always enough; further: some results filed as inactive read as strong as hits
SRC3 inh – SRC3 coactivator transcriptional activity inhibitors, primary screen, cell-based, luminescence; inhibition, % at 3.6 µM; HEK293 GAL4-SRC3 luciferase reporter; hit rate 0.17% among 360,000;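 active means inhibition above a per-campaign cutoff, the mean of all compounds plus 3 SD, cut at about 60% in these data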;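 further: 0% = DMSO-treated cells and 100% = gossypol-treated cells at 36 µM; higher means less SRC3-driven luciferase light from the GAL4 reporter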
* marks the source's active call; other numbers are inactive results; nt = no result given.

SMILES	NCOA1 inh	COUP-TFII inh	TRAIL sens C8	LRH-1 inv ag	TROY signal inh	TLR9-MyD88 block	NCOA2 inhibitor	NOD2 RIPK2 PPI	EBV LMP1 NFkB	Vif imaging	SRC3 inh
COc1ccc(C)cc1NC(=O)c1ccc2c(=O)n3c(nc2c1)CCCCC3	9.6	-5.5	17.2	1.5	-23.8	8.2	-6.1	-6.8	7.3	3.3	-7.9
COc1cc(CN2CCCC(C(=O)c3ccc4c5c(cccc35)CC4)C2)cc(OC)c1O (stereo not drawn)	-0.8	16.7	4.0	-26.8	9.2	0.5	0.4	-1.6	1.3	nt	-7.6
Cc1ccc(NC(=O)Cc2ccc(-n3cccc3)cc2)c(C)c1	-13.3	5.4	-1.3	-5.8	-6.4	9.6	11.6	7.1	-8.1	-2.1	-8.7
Cc1cnc(CNC(=O)c2csc([C@@H]3O[C@H](CO)[C@H](O)[C@H](O)[C@H]3O)n2)cn1	-1.2	-2.1	-18.6	-9.1	2.2	nt	-19.2	-8.0	nt	-1.4	-14.4
Cc1cc(F)ccc1-c1cc(C(=O)NC(C)C)[nH]n1	-21.1	-32.7	3.1	-38.2	-47.8	nt	-44.0	4.6	nt	13.4	-30.8
CSc1ccccc1NC(=O)CN(C)C(=O)Cn1c(=O)oc2ccccc21	-37.3	-11.8	-2.9	1.9	-7.9	6.0	-0.1	9.6	-1.2	-4.4	-2.6
COc1cc(C(=O)NC(c2ccccc2)c2ccccc2)cc(OC)c1OC	3.9	-13.1	-8.2	13.2	-5.7	1.2	-17.5	-6.6	-1.9	-2.0	2.5
C[C@@H]1CN([C@@H](C)CO)S(=O)(=O)c2ccc(Br)cc2O[C@H]1CN(C)Cc1ccccc1F	5.6	8.0	4.8	-42.2	-18.1	-7.6	-18.3	6.2	-10.8	-27.9	-21.0
CCCCCCC(=O)NNC(=O)CC(=O)Nc1ccccc1C(=O)O	-1.2	-22.3	2.5	-3.8	1.9	-10.9	6.6	-4.4	4.6	6.0	33.0
COc1ccc(C(=NNc2ccccc2C(=O)O)c2ccc(OC)cc2)cc1	-4.0	-0.3	6.9	-25.5	9.5	-3.0	11.1	5.1	-4.7	-3.3	-1.4
O=C(O)/C=C/c1ccc(S(=O)(=O)N2CCN(CCN3C(=O)C4C5C=CC(C5)C4C3=O)CC2)cc1 (stereo not drawn)	-0.3	13.9	6.2	15.8	-0.6	-11.1	2.1	5.5	-3.5	5.5	7.7
COc1ccc(C2C(C(=O)N3CCCCC3)CC(=O)N2c2ccc(OC)cc2)cc1 (stereo not drawn)	4.3	-10.2	-0.4	6.5	9.6	8.0	20.6	16.4	-1.7	5.5	9.6
O=C(Nc1ccc(F)c(Cl)c1)C1CCN(S(=O)(=O)c2cccnc2)CC1	0.1	2.8	18.3	-7.8	-2.5	-3.4	16.1	-26.3	-2.8	-17.3	-20.1
CC(=O)Nc1ccc(S(=O)(=O)NCCc2cc3ccc(C)c(C)c3[nH]c2=O)cc1	5.6	-21.2	-10.4	-13.7	2.9	-6.7	-0.7	3.0	3.2	-1.1	8.2
COc1ccc(NC(=O)CCc2c(C)nc3nc(C)nn3c2C)cc1	-1.6	14.3	-4.7	-3.0	-0.5	-1.2	11.4	-0.3	1.4	nt	10.8
O=C(O)C1CCC(N2C(=O)C3C4CCC(C4)C3C2=O)CC1 (stereo not drawn)	-1.2	2.0	-4.2	4.2	-34.6	-10.9	-16.7	-8.7	-5.0	-1.1	-26.5
O=C(c1c(F)cccc1F)N1CCCC(c2nc(-c3cccs3)no2)C1 (stereo not drawn)	-40.2	-24.4	13.2	-46.1	-20.9	-3.6	-39.2	-0.1	-15.2	-13.9	-35.9
CN1CCCN(S(=O)(=O)c2ccccc2)c2nc3ccccc3nc21	5.9	-1.3	-17.5	8.7	-10.5	5.8	20.3	-10.1	-8.1	9.4	8.3
CN(C)c1nc(C(=O)NN)nc(N(C)C)n1	13.1	1.8	-2.5	15.1	-5.3	-8.4	5.9	1.1	-13.1	1.8	4.7
C=CCn1c(=N)n(CC(O)COc2ccc(OC)cc2)c2ccccc21 (stereo not drawn)	14.3	-11.4	-4.5	-7.2	4.5	-9.7	-6.2	2.7	-0.1	nt	4.6

Three of the entries above in order of the LRH-1 inv ag value, highest first:
mol,NCOA1 inh,COUP-TFII inh,LRH-1 inv ag,TLR9-MyD88 block,NCOA2 inhibitor,NOD2 RIPK2 PPI,EBV LMP1 NFkB,Vif imaging,SRC3 inh
COc1cc(C(=O)NC(c2ccccc2)c2ccccc2)cc(OC)c1OC,3.9,-13.1,13.2,1.2,-17.5,-6.6,-1.9,-2.0,2.5
CN1CCCN(S(=O)(=O)c2ccccc2)c2nc3ccccc3nc21,5.9,-1.3,8.7,5.8,20.3,-10.1,-8.1,9.4,8.3
O=C(c1c(F)cccc1F)N1CCCC(c2nc(-c3cccs3)no2)C1 (stereo not drawn),-40.2,-24.4,-46.1,-3.6,-39.2,-0.1,-15.2,-13.9,-35.9

The list continues.
SMILES	NCOA1 inh	COUP-TFII inh	TRAIL sens C8	LRH-1 inv ag	TROY signal inh	TLR9-MyD88 block	NCOA2 inhibitor	NOD2 RIPK2 PPI	EBV LMP1 NFkB	Vif imaging	SRC3 inh
Cn1c(CCC(=O)Nc2ccc(S(C)(=O)=O)cc2)nc2cc(S(=O)(=O)N3CCOCC3)ccc21	-2.2	-11.6	-16.6	3.4	6.4	-12.6	3.8	-2.4	-0.8	-6.2	-4.0
CCn1cc(C(=O)OCC(=O)Nc2cccc(S(=O)(=O)N3CCOCC3)c2)c(=O)c2ccc(C)nc21	6.8	-5.6	-4.6	-5.0	11.9	-2.4	-4.8	-9.7	-6.7	1.7	16.3
CCc1cccc(NC(=O)c2cnn(-c3ccccc3)c2C)c1	-93.6	-58.8	17.2	-178.8	-16.8	-4.0	-45.3	-0.6	-12.7	-1.1	-97.5
O=S(=O)(Cc1noc(-c2ccccc2Cl)n1)c1ccccn1	-56.7	-50.1	18.9	-92.0	-19.5	-3.3	-65.8	1.5	-19.3	-6.1	-73.5
CCOc1cc(C2NC(=S)NC(C)=C2C(=O)Nc2ccc(OC)cc2)ccc1O (stereo not drawn)	9.6	6.5	12.3	-14.5	-11.1	4.1	-1.7	-6.0	11.2	4.3	11.6
NC(=O)c1nn(-c2ccccc2)nc1NC(=O)CSc1nnnn1-c1ccc(Cl)cc1	21.5	11.1	-16.1	1.1	20.4	-2.9	-8.1	-0.2	7.2	-0.9	10.3
Cc1ccc(C(=O)NCCNC(=O)COc2ccc(C)c(C)c2)cn1	-10.7	11.9	6.8	-3.7	-17.5	2.7	-2.2	-7.8	3.9	-1.3	-8.0
CC(=O)N(CC#CCN(C(C)=O)c1ccccc1)c1ccccc1	-2.4	-12.3	5.5	5.5	-16.0	2.8	-4.4	0.5	-7.5	7.3	-24.4
CC(=O)Nc1cccc(-c2cc(NC=O)c3ncc(-c4ccc(F)c(Cl)c4)n3c2)c1	-0.4	-6.3	12.7	19.8	83.1*	nt	-40.6	-0.2	nt	nt	8.7
O=C(Nc1c(C(=O)Nc2ccc3c(c2)OCCO3)cnn1-c1ccccc1Cl)c1ccco1	-23.3	-41.0	-19.6	-2.9	28.2	-7.4	-0.2	-5.8	-16.3	nt	-9.2
COc1ccc([N+](=O)[O-])cc1NC(=O)CSCc1ccc(Br)cc1	-12.9	11.1	-4.1	5.6	1.5	-2.7	9.3	-6.5	3.0	-9.6	16.0
CCC(CO)Oc1cc(NC(=O)c2ccc(Cl)cc2)c2ncn(C(C)C)c2c1 (stereo not drawn)	-5.0	-15.4	-8.2	12.9	3.8	10.9	-0.7	-3.2	-5.9	-3.3	-64.0
O=C(O)c1ccccc1C(=O)N1CCN(C(=O)c2ccccc2Cl)CC1	-3.4	5.1	0.1	-2.7	4.1	6.0	-6.9	-4.1	-1.0	-3.6	0.7
COC(=O)c1nn(-c2nc(-c3cccc(OC)c3)cc(C(F)(F)F)n2)cc1[N+](=O)[O-]	-4.3	22.7	-0.3	-6.9	58.2*	9.3	-26.9	-2.8	-8.5	2.2	12.7
CCOC(=O)c1cnc(N)nc1-c1ccccc1	-7.9	-5.1	-5.2	-7.4	24.5	-3.0	19.5	-5.2	-4.5	3.5	5.2
COc1ccc(NC(=O)CCCN2C(=O)CN(C)C2=O)c(OC)c1	-8.4	-2.1	13.9	7.4	4.1	0.9	1.0	-4.0	0.6	-3.1	5.7
O=C(O)CCNC(=O)/C(=C\c1ccco1)NC(=O)c1ccco1	3.0	7.0	-9.1	8.3	21.5	6.0	15.9	5.7	6.1	-3.8	2.7
Cc1ccc(Nc2c(-c3ccc(C)o3)nc3ncccn23)cc1	-16.1	-33.6	-16.7	-20.9	-67.9	5.6	-7.9	17.3	-11.0	-2.2	-15.0
CCOc1ccccc1C1C(C#N)=C(SCC(=O)OC)NC(=O)C1C(=O)OC (stereo not drawn)	4.8	-13.2	12.4	10.7	-5.9	0.3	-0.4	-4.4	0.3	-12.0	4.3
CCc1c(O)c(/C(C)=N\O)c(=O)n(-c2ccccc2)c1-c1ccccc1	19.9	0.5	-7.0	10.8	-0.6	-6.2	-8.4	-13.7	6.3	-6.5	11.9
Cc1cc(NC(=O)c2cnn3c(C(F)F)cc(C4CC4)nc23)no1	-0.6	19.8	12.4	-4.2	4.3	3.6	-3.0	-9.0	9.0	-0.5	1.8
CCCCOc1ccc(C2(C)CC(=O)NC2=O)cc1 (stereo not drawn)	-19.7	-7.1	-4.5	-36.1	-21.5	-8.2	-28.6	-4.2	-19.6	nt	-13.2
O=C(Nc1ccc(Oc2ccccc2)cc1)c1cnc2n(c1=O)CCS2	-4.7	43.3*	26.5	-1.6	19.2	-5.9	2.2	-12.9	-13.1	3.1	-2.0
OCCN(CCO)CC(O)COc1ccc2c(c1)OCO2 (stereo not drawn)	-28.1	-4.4	3.1	-3.0	4.6	-9.5	-16.5	-4.5	-4.7	1.6	-10.0
Cc1ccc(-c2nnc(N3CCC(C)CC3)c3ccccc23)cc1C	-4.0	23.6	-3.8	1.6	34.6	-5.6	9.7	7.8	7.1	-3.2	-7.8
COc1cc(CC(=O)OCC(=O)NC2CCCCC2)cc(OC)c1OC	-22.9	-9.3	0.4	7.5	-17.6	-7.0	-21.2	0.1	-4.0	0.5	5.6
COC(=O)c1ccccc1NC(=S)NC(=O)C1CC1	-1.4	9.8	-6.4	8.3	-11.4	-0.5	-5.8	-10.9	-3.1	2.7	10.9
O=C(C1CCN(S(=O)(=O)c2cccc3cccnc23)CC1)N1CCn2c1nc1ccccc12	-8.7	-4.9	8.8	-16.4	30.0	-3.5	2.9	-5.2	7.3	-5.7	-4.1
CCC(C)[C@H](NC(=O)OC(C)(C)C)C(=O)N/N=C/c1ccc2cc(OC)ccc2n1 (stereo partly drawn)	-17.5	3.8	-0.1	-1.1	4.0	1.3	5.5	9.9	-7.4	-1.0	1.5

Not all compounds are listed; rates above refer to the full screens.
